Screens: PubChem BioAssay, several laboratories
T cell modulator: T cell immune modulators affecting CD8 T cell-vesicle binding; 2C CD8+ T cell-vesicle binding, flow cytometry; hits give low values; calls only at 7 µM; actives 0.068% (n = 330,000); AID 2052;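 active means response, share of CD8 T cells binding vesicles, and their 90th percentile fluorescence all below set limits, cut at about 80% in these data, passing the limit was not always enough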
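Material: 2C TCR transgenic mouse naive CD8+ T cells, MACS-purified. Also added: QL9-charged Drosophila Ld/ICAM-1/B7-1 vesicles. Timing: binding 1.5 h at 37 °C. Measured by: high-throughput flow cytometry with anti-B7-1 and anti-CD8 staining. Read-out: percent CD8+ FL2 mean versus row control. Controls: Unloaded micro-vesicles (low), QL9 vesicles with 0.7% DMSO (high).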
NTR1 agonist: NTR1-driven beta-arrestin-GFP spot formation – imaging, U2OS cells, high content, primary screen (AID 493036). activation, % at 20 µM. P30989. actives 0.17% (n = 330,000). agonist mode;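 active means activation at or above 40% of the spot to cytoplasm intensity ratio, with at least 20 cells analyzed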;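 further: 0% = DMSO without peptide and 100% = 100 nM NTR1 peptide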
Target sequence (P30989 whole entry, looked up): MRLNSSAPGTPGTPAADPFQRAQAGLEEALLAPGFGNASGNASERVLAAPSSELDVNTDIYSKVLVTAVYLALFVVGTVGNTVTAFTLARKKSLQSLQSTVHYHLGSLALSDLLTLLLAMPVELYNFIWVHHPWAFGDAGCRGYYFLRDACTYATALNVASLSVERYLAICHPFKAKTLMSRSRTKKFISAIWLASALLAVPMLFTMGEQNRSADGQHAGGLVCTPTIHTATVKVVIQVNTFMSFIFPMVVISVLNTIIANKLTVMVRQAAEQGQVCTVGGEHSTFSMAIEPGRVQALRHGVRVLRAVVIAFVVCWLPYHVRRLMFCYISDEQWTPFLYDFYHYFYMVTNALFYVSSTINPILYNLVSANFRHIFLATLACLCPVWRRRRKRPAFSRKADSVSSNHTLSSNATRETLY
T cell modulator vesicle-bound %: second read-out of T cell modulator, no call of its own (marks repeat the call); double positive events, %; measured here: CD8+ vesicle-bound cell fraction;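 binding gate set so that unloaded-vesicle control wells show 10% double positive cells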
NTR1 agonist cell count 20 µM: further read-out of NTR1 agonist, marked with its call; cell count; measured here: cell count, cytotoxicity flag
* marks the source's active call; other numbers are inactive results; i = inactive. Not all compounds are listed (hit frequency here may not be typical).

smiles	T cell modulator	T cell modulator vesicle-bound %	NTR1 agonist	NTR1 agonist cell count 20 µM
CC1CC1C(=O)OCC(=O)N(C)CC(=O)Nc1ccc(F)cc1 (stereo not drawn)	i	45	-2.4	48
CCOC(=O)[C@H]1[C@H]2COc3ccc(Cl)cc3[C@@H]2N2C(=O)[C@@H](C)NC(=O)[C@@]12C	i	19	-1.3	45
N#Cc1ccccc1NCC(=O)N1CCN(S(=O)(=O)c2ccccc2)CC1	i	52	0.5	55
Cc1occc1-c1nnc(SCC(=O)NC2CCC(C)CC2)o1 (stereo not drawn)	i	25	-1.2	63
CN(Cc1ccccc1)C(=O)COC(=O)/C=C/c1ccc2c(c1)OCO2	i	18	-1.2	66
COC(=O)N[C@@H]1C[C@H]2[C@@H]3CC[C@H]4C[C@@H](OC)CC[C@]4(C)[C@H]3CC[C@]12C	i	13	0.6	65
CCN1C(=O)[C@H]2[C@@H](c3ccc(C)cc3)N3C(=O)N(c4cccc(F)c4)C(=O)[C@@]3(Cc3ccc(Cl)cc3)[C@H]2C1=O	i	16	3.6	102
Cc1ccc(Sc2ccc(S(=O)(=O)Nc3ccc(C(=O)O)cc3)cc2)cc1C	i	29	2.8	67
COc1ccc(C(=O)NCc2ccc3c(c2)OCO3)cc1S(=O)(=O)N1CCCC1	i	42	-2.3	55
O=C(COc1cc(F)ccc1[N+](=O)[O-])Nc1ccc2c(c1)OCO2	i	33	-2.3	61
Cc1ccc(S(=O)(=O)N2CCC(C(=O)Nc3ncccc3O)CC2)cc1	i	41	-1.3	32
CC1CC(C)CN(C(=O)COC(=O)CN2C(=O)c3ccccc3C2=O)C1 (stereo not drawn)	i	39	1.6	55
Cc1cc(Br)ccc1NC(=O)CNC(=O)c1cnn(C)c1	i	42	-0.9	67
N#Cc1c(NCc2ccccc2)ccnc1Cl	i	25	1.4	34
Cc1ccc(S(=O)(=O)NCc2ccccc2)cc1C(=O)NCCc1ccc(S(N)(=O)=O)cc1	i	45	-2.9	60

Seven compounds drawn at random from those above:
smiles	T cell modulator	T cell modulator vesicle-bound %	NTR1 agonist	NTR1 agonist cell count 20 µM
N#Cc1c(NCc2ccccc2)ccnc1Cl	i	25	1.4	34
CCN1C(=O)[C@H]2[C@@H](c3ccc(C)cc3)N3C(=O)N(c4cccc(F)c4)C(=O)[C@@]3(Cc3ccc(Cl)cc3)[C@H]2C1=O	i	16	3.6	102
CC1CC1C(=O)OCC(=O)N(C)CC(=O)Nc1ccc(F)cc1 (stereo not drawn)	i	45	-2.4	48
Cc1ccc(Sc2ccc(S(=O)(=O)Nc3ccc(C(=O)O)cc3)cc2)cc1C	i	29	2.8	67
O=C(COc1cc(F)ccc1[N+](=O)[O-])Nc1ccc2c(c1)OCO2	i	33	-2.3	61
CCOC(=O)[C@H]1[C@H]2COc3ccc(Cl)cc3[C@@H]2N2C(=O)[C@@H](C)NC(=O)[C@@]12C	i	19	-1.3	45
Cc1occc1-c1nnc(SCC(=O)NC2CCC(C)CC2)o1 (stereo not drawn)	i	25	-1.2	63

Later entries.
smiles	T cell modulator	T cell modulator vesicle-bound %	NTR1 agonist	NTR1 agonist cell count 20 µM
CCCCN(C(=O)c1cccc(N2C(=O)c3ccccc3C2=O)c1)c1c(N)n(CC(C)C)c(=O)[nH]c1=O	i	52	0.6	89
N#Cc1ccc(C(=O)OCC(=O)Nc2cccc(S(=O)(=O)NC3=NCCC3)c2)cc1	i	47	-1.7	52
CC1CCCC(C)N1C(=O)COC(=O)c1cc(=O)[nH]c2ccccc12 (stereo not drawn)	i	29	0.7	45
Cc1ccc(S(=O)(=O)Nc2cccc(C(=O)N3CCC(C(N)=O)CC3)c2)cc1	i	19	0.2	51
CC(OC(=O)c1ccco1)C(=O)Nc1ncc(Cl)cc1Cl (stereo not drawn)	i	23	0.0	72
CN(Cc1ccccc1)C(=O)c1ccc(NC(=O)Cc2cccc(NC(=O)C3CCCN(C(=O)C4CCCC4)C3)c2)cc1 (stereo not drawn)	i	25	0.6	57
CCOc1ccc(C(=O)CCC(=O)N2CCN(c3ccc(O)cc3)CC2)cc1	i	43	8.5	56
O=C(Nc1ccccc1F)C(c1ccccc1)c1ccccc1	i	50	-0.2	49
O=C(Cn1cnc2ccccc21)Nc1cccc(S(=O)(=O)N2CCCC2)c1	i	27	0.9	93
Cc1ccccc1C(=O)OCC(=O)NCc1ccco1	i	40	0.1	62
COc1ccccc1OCC(=O)NNC(=O)Nc1ccccc1	i	21	-0.5	50
O=C(CN1C(=O)NC2(CCCCC2)C1=O)NCCc1ccccc1	i	51	3.5	66
O=C1C(Cc2ccccc2)Nc2ncnc(N3CCN(c4ccccc4)CC3)c2N1Cc1ccc(Br)cc1 (stereo not drawn)	i	13	14	56
COc1ccc(O)c(C(=O)c2cnn(C(=O)c3cccc(N(C)C)c3)c2)c1	i	30	5.7	52
CC1(C)C(=O)Nc2ccccc2N1C(=O)COC(=O)c1cccc(O)c1	i	41	-2.7	56
CCCCc1ccc(NC(=O)Cn2c(=O)c(N3CCCCC3)c(N)n(C)c2=O)cc1	i	51	-0.3	68
O=C(/C=C/c1ccc(S(=O)(=O)N2CCOCC2)cc1)NC(CO)C(O)c1ccc([N+](=O)[O-])cc1 (stereo not drawn)	i	53	-0.3	49
Cc1occc1-c1nnc(SCC(=O)N2CCCCC2C)o1 (stereo not drawn)	i	41	-1.3	84
O=C(COC(=O)c1ccco1)NCc1ccc(Cl)cc1Cl	i	30	-0.8	57
COC(=O)c1sccc1NC(=O)c1cccc(Cl)c1	i	31	4.6	43
CCOc1ccccc1-n1nnnc1SCC(=O)N1CCCC1=O	i	48	-0.3	79
O=S(=O)(c1cccc(C(F)(F)F)c1)N1CCN(CC(O)COCc2ccccc2)CC1 (stereo not drawn)	i	10	1.4	54
CCCC1(c2ccccc2)NC(=O)N(CC(=O)N2CC(=O)Nc3ccccc32)C1=O (stereo not drawn)	i	18	-0.7	67
CC(C)CN(C(=O)C1CCC1)c1c(N)n(Cc2ccccc2)c(=O)[nH]c1=O	i	40	-1.3	53
C#CCOCCOCCOCCNc1nc(N2CCN(C(=O)[C@H](CCC(=O)O)n3cc([C@@H](N)CO)nn3)CC2)nc(N2CCN(C(=O)[C@H](CCC(=O)O)n3cc([C@@H](N)CCSC)nn3)CC2)n1	i	7	-1.2	72
O=C(CN1C(=O)c2ccc([N+](=O)[O-])cc2C1=O)Nc1nnc(C2CC2)s1	i	40	-1.0	44
COc1cc(S(=O)(=O)Nc2ccc3c(c2)C(=O)N(C)C3=O)ccc1NC(C)=O	i	44	-1.6	63
O=C(Cc1n[nH]c(=O)c2ccccc12)Nc1cccc(S(=O)(=O)N2CCCCCC2)c1	i	15	-0.1	97
COc1ccccc1NC(=O)c1ccccc1C(=O)N(C)Cc1ccccc1	i	54	7.6	53
CN(C(=O)c1ccc(NC(=O)Cc2ccc(NC(=O)C3CCN(C(=O)C4CC4)CC3)cc2)cc1)C1CC1	i	55	2.2	67
CC(NC(=O)CN1C(=O)NC2(CCCC2)C1=O)c1ccc(Cl)cc1Cl (stereo not drawn)	i	6	4.7	48
COc1ccc2cc(C(=O)NCc3ccccc3CN3CCCC3)ccc2c1	i	24	0.9	75
Cc1ccc(S(=O)(=O)CCC(=O)OC(C)C(=O)Nc2ccc(N3CCOCC3)cc2)cc1 (stereo not drawn)	i	13	1.8	64
C[C@H](CO)N1C[C@H](C)[C@@H](CN(C)C(=O)Nc2ccc(C(F)(F)F)cc2)Oc2c(NC(=O)Nc3ccc(C(F)(F)F)cc3)cccc2C1=O	i	14	26	55
COc1ccccc1NS(=O)(=O)c1ccc2oc(SC(C)C(=O)N3CCNC3=O)nc2c1 (stereo not drawn)	i	3	6.8	49
Cc1ccc(CN(C)c2ccc(S(=O)(=O)N3CCCC3)cn2)cc1	i	27	0.2	55
Cc1ccc(/C=C/S(=O)(=O)NCCC(=O)NCc2ccc(F)cc2)cc1	i	27	1.8	78
O=C(CN1C(=O)NC2(CCCCC2)C1=O)Nc1cccc(S(=O)(=O)N2CCCC2)c1	i	22	4.5	48
CCc1c(C2(O)CCCCC2)[nH]c2ncccc12	i	43	0.3	65
Cc1cc(C)cc(OCC(=O)OCC(=O)Nc2cc(C)nn2-c2ccccc2)c1	i	29	2.4	57
Cc1ccc(N(C)S(=O)(=O)c2cccc(C(=O)N3CCN(Cc4ccccc4)CC3)c2)cc1	i	43	3.9	51
COc1cc(/C=C/C(=O)OCC(=O)NCCC2=CCCCC2)cc(OC)c1OC	i	22	0.7	77
O=C(Cc1ccccc1)Nc1ncnc2c1C(c1ccccc1)c1c(ccc3ccccc13)O2 (stereo not drawn)	i	29	5.1	61
Cc1cccc(C(=O)Nc2ccc(C(=O)N/N=C/c3ccco3)cc2)c1	i	17	1.1	61
O=C(CCC(=O)NNC(=O)c1ccc(Cl)cc1Cl)NCc1ccccc1	i	31	0.6	54
CC(OC(=O)c1cc(S(=O)(=O)N2CCOCC2)ccc1Br)C(=O)N1CCOCC1 (stereo not drawn)	i	41	2.1	68
O=C(COc1ccc2cc(Br)ccc2c1)N1CCOCC1	i	6	-2.0	49
CC(OC(=O)C1=NN(c2ccccc2)C(=O)CC1)C(=O)NC1CCCCC1C (stereo not drawn)	i	33	-0.8	62
Oc1cc(NCc2ccc(F)cc2)cc2cccnc12	i	10	0.6	71
CCOc1ccc(CN(C)C(=O)CNC(=O)c2sc3ccccc3c2Cl)cc1	i	32	11	50
Cc1cc(C)n2nc(SCC(=O)Nc3ccc(F)c(F)c3F)nc2n1	i	19	-1.0	63
O=C(CSc1nnc(-c2ccccc2F)n1C1CCCCC1)Nc1cc(C(=O)O)ccc1Cl	i	31	-0.8	62
O=C(NN1CCOCC1)c1ccc(Br)cc1	i	56	-0.4	59
CCN(CC)CCOC(=O)C(c1ccccc1)C1CCCCC1 (stereo not drawn)	i	12	2.5	52
COc1cc(OC)cc(-c2sc3ccc(OC)cc3c2-c2ccc3cc[nH]c3c2)c1	i	18	6.4	59
CC(C)(C)OC(=O)C[C@H]1C/C=C\C[C@@H](CC(=O)N[C@H](CO)Cc2ccccc2)C(=O)NC[C@H](c2ccccc2)OC1=O	i	30	1.3	49
CN(Cc1ccccc1F)C(=O)CCNC(=O)c1ccc(C(C)(C)C)cc1	i	36	1.3	63
O=C(CSc1nnc(-c2c[nH]c3ccccc23)o1)NCC1CCCO1 (stereo not drawn)	i	45	0.2	52
O=C(NCCC(=O)N1CCN(c2ccccn2)CC1)c1ccc(Cl)cc1	i	57	1.6	50
O=C(Nc1cccc(S(=O)(=O)N2CCCC2)c1)c1cccc(S(=O)(=O)N2CCOCC2)c1	i	52	1.2	103

Remaining list, next part
smiles	T cell modulator	T cell modulator vesicle-bound %	NTR1 agonist	NTR1 agonist cell count 20 µM
O=C(Nc1nccs1)[C@@H]1CCCN1S(=O)(=O)c1ccc(Cl)cc1	i	33	2.5	46
CCN(C[C@H]1N[C@@](CC)(C(=O)OC)[C@H]2C(=O)N(C)C(=O)[C@@H]12)S(=O)(=O)c1ccc(F)cc1	i	7	0.6	64
O=C(Nc1cccc(S(=O)(=O)N2CCOCC2)c1)C1CCN(S(=O)(=O)c2ccccc2)CC1	i	5	1.5	59
CCOc1ccc(OCCC(=O)N(CC)CC(=O)Nc2c(F)cccc2F)cc1	i	43	5.0	75
C[C@H]1COC(=O)[C@H](NC(=O)OCC2c3ccccc3-c3ccccc32)C/C=C\C[C@H](CC(=O)N(CCO)Cc2ccccc2)C(=O)N1	i	10	2.3	69
COc1ccc(/C=N/NC(=O)c2cccc3ccccc23)c(OC)c1OC	i	33	2.0	48
CC(C)(C)c1ccc(C(=O)OCc2c(-c3ccccc3)ncc3ccccc23)cc1	i	11	1.6	41
O=C(COC(=O)c1ccc(F)c(S(=O)(=O)N2CCOCC2)c1)NC1CCCCC1	i	28	-1.0	64
